Screens: PubChem, several laboratories
TROY NFkB inh – inhibitors of TROY-dependent NF-kB signaling | Q293 LMP1-TROYcd NF-kB luciferase reporter, 4 h | inhibition, % at 10 µM | actives 0.98% (n = 360,000) | AID 1347056;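 active = compounds whose plate-normalised and pattern-corrected inhibition of the luciferase reporter signal at the single screening dose is 50% or more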
NCOA3 inh – inhibits human SRC3 coactivator; HEK293 GAL4-SRC3 luciferase reporter, luminescence; inhibition, % at 3.6 µM; actives 0.17% (n = 360,000); AID 588352;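 active = inhibition above a per-campaign cutoff, the mean of all compounds plus 3 SD, cut at about 60% in these data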;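 note: 0% = DMSO-treated cells and 100% = gossypol-treated cells at 36 µM; higher means less SRC3-driven luciferase light from the GAL4 reporter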
NR5A2 inv ag – inverse agonists of human LRH-1 (NR5A2); O00482; inhibition, % at 3.6 µM; actives 0.13% (n = 360,000); HEK293T StAR-luciferase reporter, LRH-1 transfected, 24 h;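 active = inhibition above the mean inhibition of all tested compounds plus 3 SD, cut at about 73% in these data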;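 note: 0% = DMSO wells and 100% = reporter-only cells lacking LRH-1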
COUP-TFII inh – blocks human COUP-TFII nuclear receptor; P24468; HEK293T NGFI-A luciferase reporter, luminescence; inhibition, % at 8.6 µM; actives 0.7% (n = 370,000); AID 686940;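 active = inhibition above a per-plate cutoff, mean inhibition of test wells between control levels plus 3 SD, cut at about 38% in these data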;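 note: cells cotransfected with COUP-TFII expression vector driving the NGFI-A reporter; 0% = median of COUP-TF2 test wells and 100% = reporter-only cells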
NCOA2 inhibitor – inhibits human steroid receptor coactivator 2 | HEK293 GAL4-SRC2 luciferase reporter, luminescence | inhibition, % at 9 µM | actives 0.17% (n = 370,000) | AID 651957;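 active = inhibition above the mean inhibition of all tested compounds plus 3 SD, set per campaign, cut at about 52% in these data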;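 note: 0% = DMSO treated cells and 100% = cells given Gossypol at 36 µM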
LMP1 NFkB inh – reduces LMP1-driven NF-kappaB luciferase signal. actives 0.69% (n = 350,000). AID 504558. inhibition, % at 12.5 µM. LMP1-induced NF-kappaB luciferase reporter cells, luminescence; in the data active = inhibition above about 41%;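 note: 0% = neutral control wells and 100% = reference inhibitor control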
TLR9-MyD88 block – TLR9-MyD88 interaction inhibition; Q9NR96+Q99836; CHO BLA complementation TLR9-MyD88, CCF4 FRET ratio; inhibition, % at 4.98 µM; actives 0.21% (n = 340,000); AID 504734;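 active = inhibition above the mean over all tested compounds plus 3 SD, cut at about 21% in these data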;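 note: 0% = DMSO only wells and 100% = clavulanate BLA inhibitor control wells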
Target sequence (Q99836 whole entry, looked up): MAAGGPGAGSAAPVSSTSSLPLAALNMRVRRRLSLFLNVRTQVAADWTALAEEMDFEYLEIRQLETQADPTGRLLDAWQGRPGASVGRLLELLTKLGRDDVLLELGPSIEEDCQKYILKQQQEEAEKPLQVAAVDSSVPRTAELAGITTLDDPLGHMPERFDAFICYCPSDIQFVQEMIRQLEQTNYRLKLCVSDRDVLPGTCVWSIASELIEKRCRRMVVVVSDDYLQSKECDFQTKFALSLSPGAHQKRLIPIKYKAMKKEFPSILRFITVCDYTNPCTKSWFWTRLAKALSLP
Target sequence (Q9NR96 whole entry, looked up): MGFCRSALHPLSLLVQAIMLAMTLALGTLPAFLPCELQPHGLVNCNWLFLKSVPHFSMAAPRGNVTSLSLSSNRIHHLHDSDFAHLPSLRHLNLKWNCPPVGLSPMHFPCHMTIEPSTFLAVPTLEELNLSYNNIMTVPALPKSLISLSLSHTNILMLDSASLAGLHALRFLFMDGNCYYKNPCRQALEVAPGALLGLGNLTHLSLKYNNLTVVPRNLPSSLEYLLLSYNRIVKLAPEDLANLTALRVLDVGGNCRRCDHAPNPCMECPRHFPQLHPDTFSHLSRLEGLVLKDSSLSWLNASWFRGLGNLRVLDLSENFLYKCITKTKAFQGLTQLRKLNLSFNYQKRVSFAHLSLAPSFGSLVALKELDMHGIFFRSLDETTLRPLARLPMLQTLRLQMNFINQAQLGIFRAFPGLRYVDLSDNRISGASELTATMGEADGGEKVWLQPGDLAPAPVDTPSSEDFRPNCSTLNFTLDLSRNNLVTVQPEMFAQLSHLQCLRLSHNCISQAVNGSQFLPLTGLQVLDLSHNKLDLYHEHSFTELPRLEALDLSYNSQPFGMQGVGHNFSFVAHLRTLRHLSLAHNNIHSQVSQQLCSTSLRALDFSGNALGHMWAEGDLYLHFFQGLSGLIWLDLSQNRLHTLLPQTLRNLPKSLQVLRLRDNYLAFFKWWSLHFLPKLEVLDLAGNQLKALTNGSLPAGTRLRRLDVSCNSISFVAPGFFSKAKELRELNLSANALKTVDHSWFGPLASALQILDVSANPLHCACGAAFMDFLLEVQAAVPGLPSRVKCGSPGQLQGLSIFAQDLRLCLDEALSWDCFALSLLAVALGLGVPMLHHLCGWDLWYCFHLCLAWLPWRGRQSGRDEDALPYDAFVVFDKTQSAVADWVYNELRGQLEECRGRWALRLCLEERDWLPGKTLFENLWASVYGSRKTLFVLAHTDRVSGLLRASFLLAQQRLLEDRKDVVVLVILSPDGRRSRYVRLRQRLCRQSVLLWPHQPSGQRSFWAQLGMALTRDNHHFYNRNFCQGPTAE
NOD2-RIPK2 inh – inhibitors of human NOD2-RIPK2 interaction. CHO BLA complementation NOD2-RIPK2, CCF4 ratio. actives 0.38% (n = 360,000). inhibition, % at 4.98 µM. O43353; in the data active = inhibition above about 21%;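 note: 0% = vehicle only and 100% = reference blocker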
TWEAK-Fn14 inh – inhibitors of TWEAK-Fn14 interaction signaling | inhibition, % at 10 µM | actives 2% (n = 360,000) | TWEAK-stimulated Fn14 reporter cells, luciferase luminescence, 8 h; in the data active = inhibition above about 50%
NCOA1 inh – inhibitors of human steroid receptor coactivator 1 (SRC1); Q15788; HEK293 GAL4-SRC1 luciferase reporter, luminescence; inhibition, % at 3.6 µM; actives 0.12% (n = 360,000); AID 588354;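 active = inhibition above the campaign mean plus 3 SD, with each screening campaign given its own cutoff, cut at about 60% in these data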;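 note: 0% = DMSO treated cells and 100% = gossypol at 36 µM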
TRAIL sens C8 – caspase-8 TRAIL sensitization; NB7+C8 cells + TRAIL, ATPlite viability luminescence; inhibition (viability loss, TRAIL sensitization), % at 10 µM; actives 1% (n = 360,000);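 active = compounds causing at least 50% loss of cell viability in the single-dose screen, relative to plate controls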
An asterisk follows results filed as active; x = not tested or not shown.

Results follow in this order: TROY NFkB inh	NCOA3 inh	NR5A2 inv ag	COUP-TFII inh	NCOA2 inhibitor	LMP1 NFkB inh	TLR9-MyD88 block	NOD2-RIPK2 inh	TWEAK-Fn14 inh	NCOA1 inh	TRAIL sens C8
COC(=O)c1cccc(COC(=O)c2ccccc2NC(=O)c2ccco2)c1
 : -32	15	6	5	11	51*	0	-7	3	6	-10
Cc1cccc(N2CCN(CC(O)COc3ccc(Cl)cc3)CC2)c1 (stereo unspecified)
 : -6	-8	12	-5	11	4	-5	7	-28	-4	9
Cc1cccc(CCN(CC(=O)NC2CCCCC2)C(=O)c2csnn2)c1
 : 4	5	21	1	4	-1	-1	6	-6	-4	5
COc1ccc([C@@H]2[C@H]3C(=O)N(c4cccc(C(F)(F)F)c4)C(=O)[C@H]3ON2C)cc1
 : 19	2	1	-3	-3	7	0	-2	6	-1	-8
O=C1c2ccccc2-c2ccc(C(=O)N3CCCCC3)cc21
 : -40	-13	-32	-10	-44	-4	-5	0	-20	-28	-10
O=C(C1=COCCO1)N1CCN(C(c2ccccc2)c2ccccc2)CC1
 : -11	24	0	-5	8	2	-10	0	-6	-5	-9
CCOC(=O)c1ccc(NC(=O)Nc2ccc(S(N)(=O)=O)cc2)cc1
 : 3	12	6	1	14	-9	2	-2	21	-52	10
CC(C)(CN1CCC(Cc2ccccc2)CC1)NS(=O)(=O)c1ccccc1
 : 12	18	-3	10	37	6	-10	-12	5	10	-2
Cc1ccccc1-n1c(-c2ccc(=O)[nH]n2)n[nH]c1=S
 : 20	4	-7	12	25	-5	-4	1	0	6	-13
COc1cc(CN2CC(=O)N(c3cccc(Cl)c3C)C2=S)cc(OC)c1OC
 : -3	-7	-14	4	-10	3	2	-10	2	-24	-4
CCOC(=O)N1CCN(C(=O)CCn2c(=S)[nH]c3ccccc3c2=O)CC1
 : -3	-10	-13	7	1	0	-8	-2	-7	-3	2
CCOCCCNC(=O)C(NC(=O)Cc1c[nH]c2ccccc12)c1ccccc1 (stereo unspecified)
 : -14	17	-4	11	3	-7	-2	-9	4	1	-4
Cc1nn(-c2ccccc2)nc1C(=O)c1c(C)[nH]n(-c2ccccc2)c1=O
 : 12	-6	-4	8	31	-19	-7	-18	6	-23	-1
CC(=O)Nc1ccc2sccc2c1
 : -14	-14	4	-27	11	0	3	3	10	-14	-14
Cc1onc(-c2c(Cl)cccc2Cl)c1C(=O)c1ccccc1
 : 3	25	37	16	-11	7	-8	-6	12	8	6
CN(C(=O)c1ccc(NC(=O)Cc2cccc(NC(=O)C3CCN(C(=O)C4CCCCC4)CC3)c2)cc1)C1CCCC1
 : -18	-12	21	-17	-5	4	-13	-4	-42	-12	14
Cc1cc(C)c(S(=O)(=O)N2CCCC2=O)cc1N(C)S(C)(=O)=O
 : -2	7	-13	0	-7	7	6	5	-11	3	-2
Cc1cccc(OCCC(=O)Nc2ccc(N3CCOCC3)cc2N2CCOCC2)c1
 : -9	-3	-4	4	13	4	-3	-5	-10	10	3
COc1cc(N=Nc2ccc(C(=O)N(C)C)cc2)c(C)cc1N
 : -43	-35	-20	-3	-26	-7	-4	-9	-24	-46	13
CCc1ccn2cc(-c3cc(-c4ccccc4)no3)nc2c1
 : 87*	52	33	88*	74*	70*	7	-3	106*	44	90*
Cc1ccccc1NC(=O)c1ccc(Cn2cc([N+](=O)[O-])cn2)o1
 : -11	-11	8	-6	-7	-7	2	-5	-8	1	1
Cc1cc(C)nc(SCC(=O)c2ccc3c(c2)OCCO3)n1
 : -24	-7	-54	-7	-11	-7	-1	10	-7	-19	3
O=C1/C(=C/c2ccccc2)Oc2cc(OC(=O)N3CCOCC3)ccc21
 : -31	-19	-14	-19	10	-13	-10	-4	-50	-32	14
COc1ccc(S(=O)(=O)N2CCc3ccccc32)cc1C(=O)Nc1ccc(C(N)=O)cc1
 : 30	-7	-17	11	-19	-2	0	2	22	-19	45
CCOC(=O)C1CCN(C(=O)c2oc3ccc4c(c3c2C)C(O)CC2(CCCCC2)O4)CC1 (stereo unspecified)
 : 37	-2	7	12	15	16	3	-3	18	9	-16
Cn1c(-[n+]2c(-c3ccccc3)cc(-c3ccccc3)cc2-c2ccccc2)nc2cc([N+](=O)[O-])ccc21
 : 12	-6	2	-14	-12	-3	-6	0	8	7	-6
CCOC(=O)C(C(=O)OCC)C1CS(=O)(=O)CC1C(C(=O)OCC)C(=O)OCC (stereo unspecified)
 : 5	4	3	18	-7	-8	-4	-2	-19	6	10
COc1ccc(S(=O)(=O)Cc2ccc(C(=O)N3CCN(C4CCCCC4)CC3)o2)cc1
 : -10	9	13	x	x	-8	7	-7	-1	8	-5
COc1cc(OC)cc(C(=O)OCC(=O)N(C)c2ccccc2)c1
 : 2	5	8	-20	13	1	-16	0	3	17	3
Cc1[nH]c2ccc3ncccc3c2c1C
 : -2	-9	-13	2	-12	-7	-14	-4	6	2	-5
CCOC(=O)c1c(S(=O)(=O)NCC(=O)NCc2ccc(C)cc2)c(C)n(C)c1C
 : -11	-18	-2	16	2	0	2	-4	-2	2	4
COc1ccccc1N(CC(=O)Nc1cccnc1)S(=O)(=O)c1ccccc1
 : -17	3	2	12	-14	3	-1	-11	24	-20	-28
COCc1cc(/C=N\NC(=O)Cc2ccc(OC)cc2)ccc1OC
 : -8	9	14	-5	-22	7	-5	-14	15	-3	-15
CC(Oc1cccc(Cl)c1)C(=O)Nc1ccccc1N1CCCCC1 (stereo unspecified)
 : 9	-3	-7	3	-25	-3	4	-8	2	-3	22
Clc1ccc(CSc2cc3c(nn2)-c2ccccc2CC3)cc1Cl
 : -11	10	-5	-18	-26	-11	-1	-1	-15	-4	11
CC1=NN(C(=O)Cc2ccccc2)C(O)(c2cccnc2)C1 (stereo unspecified)
 : -5	12	10	-7	6	9	2	4	-24	-4	-15
CN(C)S(=O)(=O)c1cccc(C(=O)N2CCc3ccccc32)c1
 : -8	11	9	4	-14	-9	-7	-2	-5	-8	2
CC1(C)Cc2c(sc(NC(=O)COc3ccccc3)c2C#N)C(C)(C)N1
 : 16	-1	-15	-5	-15	3	-6	-2	5	-22	-10
COc1cccc(C(O)c2ncc(-c3ccccc3OC)[nH]2)c1 (stereo unspecified)
 : -4	-15	25	8	-18	x	x	-7	-9	-2	-30
COc1ccc(NC(=O)CSc2nc3ccccc3nc2N2CCCC2)cc1
 : 2	-1	16	-12	3	1	0	8	-2	7	-2
O=C(c1cc(=O)[nH]c2ccccc12)N1CCN(c2cccc(C(F)(F)F)c2)CC1
 : 9	12	4	-4	9	-6	-4	-6	14	-12	0
COc1ccc(-c2cn3c(C)c(C(=O)N4CCc5ccccc5C4)sc3n2)cc1
 : 2	-5	-13	x	x	1	5	5	9	-7	-23
O=C(Nc1nnc(C2CC2)s1)c1cc(S(=O)(=O)N2CCN(c3ccccc3)CC2)ccc1Cl
 : -8	-10	8	12	-8	0	0	3	17	-3	1
O=C(O)Cc1cccc2ccccc12
 : -4	3	-7	-7	3	4	0	-2	1	-22	-3
CC1CN(S(=O)(=O)c2cccc(C(=O)OCC(=O)N3CCCCCC3)c2)CC(C)O1 (stereo unspecified)
 : -3	-15	-16	9	-14	10	-6	5	11	-17	8

Arranged by length of the SMILES (highest first): twelve of the compounds above
Results follow in this order: TROY NFkB inh	NCOA3 inh	NR5A2 inv ag	COUP-TFII inh	NCOA2 inhibitor	LMP1 NFkB inh	TLR9-MyD88 block	NOD2-RIPK2 inh	TWEAK-Fn14 inh	NCOA1 inh	TRAIL sens C8
O=C(Nc1nnc(C2CC2)s1)c1cc(S(=O)(=O)N2CCN(c3ccccc3)CC2)ccc1Cl
 : -8	-10	8	12	-8	0	0	3	17	-3	1
CC1CN(S(=O)(=O)c2cccc(C(=O)OCC(=O)N3CCCCCC3)c2)CC(C)O1 (stereo unspecified)
 : -3	-15	-16	9	-14	10	-6	5	11	-17	8
CCOC(=O)c1c(S(=O)(=O)NCC(=O)NCc2ccc(C)cc2)c(C)n(C)c1C
 : -11	-18	-2	16	2	0	2	-4	-2	2	4
COc1ccc(-c2cn3c(C)c(C(=O)N4CCc5ccccc5C4)sc3n2)cc1
 : 2	-5	-13	x	x	1	5	5	9	-7	-23
CC1(C)Cc2c(sc(NC(=O)COc3ccccc3)c2C#N)C(C)(C)N1
 : 16	-1	-15	-5	-15	3	-6	-2	5	-22	-10
COc1ccccc1N(CC(=O)Nc1cccnc1)S(=O)(=O)c1ccccc1
 : -17	3	2	12	-14	3	-1	-11	24	-20	-28
CN(C)S(=O)(=O)c1cccc(C(=O)N2CCc3ccccc32)c1
 : -8	11	9	4	-14	-9	-7	-2	-5	-8	2
COc1ccc(NC(=O)CSc2nc3ccccc3nc2N2CCCC2)cc1
 : 2	-1	16	-12	3	1	0	8	-2	7	-2
COCc1cc(/C=N\NC(=O)Cc2ccc(OC)cc2)ccc1OC
 : -8	9	14	-5	-22	7	-5	-14	15	-3	-15
CC1=NN(C(=O)Cc2ccccc2)C(O)(c2cccnc2)C1 (stereo unspecified)
 : -5	12	10	-7	6	9	2	4	-24	-4	-15
Cc1[nH]c2ccc3ncccc3c2c1C
 : -2	-9	-13	2	-12	-7	-14	-4	6	2	-5
O=C(O)Cc1cccc2ccccc12
 : -4	3	-7	-7	3	4	0	-2	1	-22	-3

Continuation.
Results follow in this order: TROY NFkB inh	NCOA3 inh	NR5A2 inv ag	COUP-TFII inh	NCOA2 inhibitor	LMP1 NFkB inh	TLR9-MyD88 block	NOD2-RIPK2 inh	TWEAK-Fn14 inh	NCOA1 inh	TRAIL sens C8
CCc1nc(NCCCn2ccnc2)c2oc3ccccc3c2n1
 : 7	-2	-5	9	8	2	-7	-3	-1	-9	5
CCOc1ccccc1N(C(=O)c1snc(C(N)=O)c1N)C(C(=O)NCC1CCCO1)c1ccc2ncccc2c1 (stereo unspecified)
 : -5	6	18	-2	6	3	-3	1	6	-10	-12
Cc1ccc(C(=O)NCC(C)(C)O)cc1
 : 5	-8	-19	-13	13	-4	-10	-4	3	-23	-8
Cc1[nH]c(=O)nc(SCc2cccc(Cl)c2)c1C#N
 : 1	4	3	-1	13	-5	-4	-5	32	-20	-5
CCc1nnc(NC(=O)c2ccc(S(=O)(=O)N3CCCC3)cc2)s1
 : -9	4	-7	-19	-25	9	-3	5	38	-9	-7
CCn1c(SCC(=O)Nc2nnc(C)s2)nnc1-c1ccncc1
 : 1	16	-3	4	-16	-2	3	9	13	-4	-11
COc1ccccc1N1CCN(C(=O)CCc2ccccc2)CC1
 : -7	-6	-5	-4	17	-13	6	-8	8	-8	7
Clc1ccc(C2=Nn3c(nnc3-c3cccs3)SC2)cc1
 : 2	-3	3	-10	-18	7	-2	1	-15	-1	16
COCCN(CCOC)C(=O)COC(=O)c1cc([N+](=O)[O-])ccc1Cl
 : 3	3	4	-5	-36	1	-9	-4	-21	6	-6

The list is partial; count on the stated rates, not on these rows.
